HepG2 tox – counter-screen for TGF-b inhibitors: cytotoxicity in HepG2 cells; Potency, µM (titrated, usually from 46.1 µM), without a hit: top-dose activity change, negative = cytotoxicity, usual class: cytotoxic; 410,000 compounds, 0.76% hits; AID 588856; HepG2 CAGA-GFP viability, ATP luminescence, 18 h; note: potency is the fitted concentration of half-maximal effect; some results filed as inactive show a strong effect at the top dose
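CellTiter-Glo luminescence gave cytotoxicity after 18 hours at 37 degrees C. The cells were HepG2 CAGA-GFP in 1% FBS DMEM, stimulated with 500 pg/mL TGF-beta after compound addition. %Activity was normalised to no-cell wells (complete cell-killing) and DMSO (no toxicity), and curves were fitted and classified.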
ATXN2 expr inh – inhibitors of ATXN2 expression; HEK-293 ATXN2-luciferase reporter, luminescence, 24 h; Potency, µM (doses to about 57 µM), for the others: at the top dose activity change, negative = inhibition, most hits filed as inhibitors; 360,000 compounds, 0.72% hits; AID 1745845; note: potency is the fitted concentration of half-maximal effect; % is set by controls: 0 for no effect and ±100 for the full control effect; nearly all actives have a fitted effect of over 55% in size
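qHTS (up to 57 uM final) was run with 24 h compound exposure of reporter cells at 37 °C. Each well was multiplexed: SteadyGlo luminescence measured ATXN2-luciferase expression after a fluorogenic Gly-Phe-AFC viability readout (25 uM final).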
HT1080 IDH1KD tx – HT-1080 IDH1 knockdown cell toxicity (counter line). HT-1080 IDH1 knockdown viability, ATP luminescence, 48 h. 360,000 compounds, 2% hits. Potency, µM (titrated, usually from 46.1 µM), for inactives: top-dose activity, negative = toxicity, actives largely listed as cytotoxic;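 note: potency is the fitted concentration of half-maximal effect; 0% = DMSO wells and -100% = cell-free medium wells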
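IDH1KD HT-1080 cells, 750/well, RPMI + 5% FBS; compound pinned after 2 h settling; 48 h, 37 °C; CellTiter-Glo luminescence; % activity normalised to DMSO and no-cell wells; curves fitted, classed by r2 and efficacy.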
SW480 rerep – induces DNA re-replication in SW480 colon adenocarcinoma cells; SW480 DNA re-replication, Hoechst DNA content imaging, 48 h; Potency, µM (titrated, usually from 46.1 µM), for the others: at the highest dose re-replication activation, usual class: activators; 340,000 compounds, 1.8% hits; AID 624297; note: potency is the fitted concentration of half-maximal effect; % of control where 0% means no effect; nearly all actives have a fitted effect of over 55% in size
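First, 250 cells per well were seeded. Next, compound or vehicle (23 nL) was pinned in, plates sat 48 hr at 37 C. Finally Hoechst was added for 40 min before fluorescence scanning.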
KB-3-1 cytotox – KB-3-1 parental cell cytotoxicity. KB-3-1 viability, CellTiter-Glo ATP luminescence, 72 h. Potency, µM (top dose mostly 46.1 µM), for inactives: at the highest dose activity change, negative = cytotoxic, most hits filed as cytotoxic. 400,000 compounds, 1.4% hits. AID 1347075; note: potency is the fitted concentration of half-maximal effect; % is set by controls: 0 for no effect and ±100 for the full control effect; nearly all actives have a fitted effect of over 60% in size
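Viability of parental KB-3-1 cells, measured by CellTiter-Glo luminescence, followed a 72 h incubation at 37 °C with pinned compounds in phenol-red-free DMEM containing 10% FBS.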
HT1080-NT tox – kills 2HG-producing HT-1080-NT fibrosarcoma cells; HT-1080-NT fibrosarcoma viability, CellTiter-Glo ATP luminescence, 48 h; 360,000 compounds, 1.6% hits; AID 686970; Potency, µM (top dose mostly 46.1 µM), for inactives: at the top dose activity, negative = less viability, actives largely listed as cytotoxic;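 note: NT is the 2HG producing partner of a matched IDH1 knockdown line; potency is the fitted concentration of half-maximal effect; 0% = DMSO-treated cells and -100% = media-only wells without cells; nearly all actives have a fitted effect of over 55% in size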
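Luminescent CellTiter-Glo readout after 48 hours of compound exposure at 37 degrees C defined viability of HT-1080-NT cells. Activity was normalized to DMSO wells and cell-free media wells; concentration-response curves were fitted and assigned curve classes.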
IL-1B inflam inh – inflammasome signaling inhibition, IL-1 beta readout; AID 743279; THP-1 LPS/ATP IL-1B secretion, AlphaLISA, 16 h; stronger effect = lower value; 360,000 compounds, 4.7% hits; activity change, % at 57.5 µM; in the data active = activity change below about -50%; inconclusive = mostly about -30% to -49%; note: % is set by controls: 0 for no effect and ±100 for the full control effect
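THP-1 cells pretreated 1 hr with compounds (up to 57.5 uM final), then stimulated with LPS (250 ng/mL final) plus ATP (1.25 mM final); secreted IL-1B measured by AlphaLISA after 16 hr, decreased signal indicating inhibition.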
ATXN viability – cell viability loss in ATXN counter-screen; Potency, µM (doses to about 56.7 µM), usual class: cytotoxic; S2 cells (HEK-293 line with an ATXN2-luciferase reporter) viability, CellTiter-Fluor protease fluorescence, 24 h; AID 651635; 400,000 compounds, 0.49% hits; note: potency is the fitted concentration of half-maximal effect; nearly all actives have a fitted effect of over 40% in size
MCF10A rerep – inducers of DNA re-replication in MCF 10A breast cells; MCF 10A DNA re-replication, Hoechst nuclear intensity, 48 h; Potency, µM (titrated, usually from 46.1 µM), for the others: at the top dose activity, positive = re-replication, actives largely listed as activators; 350,000 compounds, 2.9% hits; AID 624296; note: potency is the fitted concentration of half-maximal effect; % of control where 0% means no effect; nearly all actives have a fitted effect of over 50% in size
Active calls of the source: *; i = inactive; ? = inconclusive; . = no result given; [ ] = dose if it differs, or a comment. Unless noted, calls come from the whole dose curve; as a rule, active = well fitted curve in the direction sought with a large enough effect; inconclusive = small, poorly fitted or top-dose-only effect, or another doubt; inactive = no such curve, though single readings can be large; an effect the other way counts as inactive or inconclusive.

Short keys – A = HepG2 tox; B = ATXN2 expr inh; C = HT1080 IDH1KD tx; D = SW480 rerep; E = KB-3-1 cytotox; F = HT1080-NT tox; G = IL-1B inflam inh; H = ATXN viability; I = MCF10A rerep
CCOc1ccc(C(C)(N)C(=O)O)cc1 (configuration not stated)
  A = 21% | B = 1% | C = 0% | D = 0% | E = -2% | F = -1% | G = -16 | H = i | I = 1%

CC(CCc1ccc(O)cc1)NC1c2ccccc2-c2ccccc21 (configuration not stated)
  A = -53% | B = . | C = -16% | D = 15% | E = -3% | F = -2% | G = -4 | H = ? | I = 12%

Nc1ccc2ccccc2c1C(=O)c1ccccc1
  A = -2% | B = -15% | C = -21% | D = -4% | E = -1% | F = -21% | G = -13 | H = i | I = -21%

Cc1cc(C(C#N)c2cccc(Cl)c2)n2ncnc2n1 (configuration not stated)
  A = -38% | B = -21% | C = -13% | D = -1% | E = -9% | F = -15% | G = 19 | H = i | I = ?

O=C(COc1ccc(S(=O)(=O)NC2CCCCC2)cc1)NCC1CCCO1 (configuration not stated)
  A = -14% | B = 7% | C = 7% | D = -2% | E = 13% | F = -1% | G = -7 | H = i | I = 5%

O=C(/C=C/c1cccc(Cl)c1Cl)OCC(=O)N1CCOCC1
  A = -21% | B = 8% | C = -15% | D = 4% | E = -17% | F = -7% | G = ? | H = i | I = 6%

CC(=O)C1=C(C)OC(N)=C(C#N)C1c1ccco1 (configuration not stated)
  A = -10% | B = -5% | C = 0% | D = 2% | E = -8% | F = 1% | G = -20 | H = i | I = 4%

Cc1cccc(Nc2cc(C)nc3nc(-c4ccccc4)nn23)c1
  A = -4% | B = -5% | C = . | D = . | E = 0% | F = . | G = . | H = i | I = .

Cc1ccc(S(=O)(=O)N2CCC(C(=O)OCC(=O)N(CC(C)C)C3CCS(=O)(=O)C3)CC2)cc1C (configuration not stated)
  A = -21% | B = 7% | C = ? | D = -4% | E = -11% | F = 14% | G = i | H = i | I = -5%

CC1CN(C(=S)Nc2cccc(Cl)c2)CC(C)O1 (configuration not stated)
  A = -35% | B = 7% | C = 1% | D = -8% | E = 7% | F = -4% | G = 26 | H = i | I = -1%

Three entries picked at random from those above, as already listed:
Short keys – A = HepG2 tox; B = ATXN2 expr inh; C = HT1080 IDH1KD tx; D = SW480 rerep; E = KB-3-1 cytotox; F = HT1080-NT tox; G = IL-1B inflam inh; H = ATXN viability; I = MCF10A rerep
O=C(/C=C/c1cccc(Cl)c1Cl)OCC(=O)N1CCOCC1
  A = -21% | B = 8% | C = -15% | D = 4% | E = -17% | F = -7% | G = ? | H = i | I = 6%

CCOc1ccc(C(C)(N)C(=O)O)cc1 (configuration not stated)
  A = 21% | B = 1% | C = 0% | D = 0% | E = -2% | F = -1% | G = -16 | H = i | I = 1%

Cc1cc(C(C#N)c2cccc(Cl)c2)n2ncnc2n1 (configuration not stated)
  A = -38% | B = -21% | C = -13% | D = -1% | E = -9% | F = -15% | G = 19 | H = i | I = ?

Going on with the list.
Short keys – A = HepG2 tox; B = ATXN2 expr inh; C = HT1080 IDH1KD tx; D = SW480 rerep; E = KB-3-1 cytotox; F = HT1080-NT tox; G = IL-1B inflam inh; H = ATXN viability; I = MCF10A rerep
CCOc1ccc(CN(C)C(=O)CCNC(=O)c2ccco2)cc1
  A = -1% | B = 12% | C = 12% | D = -23% | E = 3% | F = 0% | G = -5 | H = i | I = 0%

Cc1ccc(CN2CCN(C(=O)c3ccncc3)CC2)cc1
  A = -1% | B = . | C = -11% | D = -9% | E = -3% | F = -4% | G = 7 | H = i | I = -2%

Cc1nn(Cc2c(Cl)cccc2Cl)c(C)c1NC(=O)CCCn1nc(C)c([N+](=O)[O-])c1C
  A = 27% | B = -7% | C = 6% | D = -5% | E = 3% | F = -2% | G = 5 | H = i | I = -3%

Cc1ccc2oc(C(=O)Nc3ccc(S(=O)(=O)N4CCCCCC4)cc3)cc(=O)c2c1
  A = 4% | B = 2% | C = . | D = . | E = 26% | F = . | G = . | H = i | I = .

CCOCCn1c(CN2CCN(CCO)CC2)nc2c1c(=O)n(C)c(=O)n2C
  A = -10% | B = -21% | C = 9% | D = -9% | E = 3% | F = 20% | G = -4 | H = ? | I = 1%

CCOC(=O)c1cnc2ccc(C)cc2c1Nc1ccc(OCc2ccccc2Cl)cc1
  A = -24% | B = -32% | C = . | D = . | E = ? | F = . | G = . | H = ? | I = .

CCOC(=O)N1CCN(C(=O)CSc2nc3ccccc3c(=O)n2-c2ccccc2)CC1
  A = 4% | B = 2% | C = 2% | D = -5% | E = 13% | F = -3% | G = -15 | H = ? | I = -3%

COc1ccc(CN(C(=O)CNC(=O)c2ccco2)C(C(=O)NCC2CCCO2)c2ccc(OC)c(OC)c2)cc1 (configuration not stated)
  A = -28% | B = -14% | C = 0% | D = 16% | E = 1% | F = 9% | G = 21 | H = i | I = 7%

O=C(CCCc1ccccc1)Nc1cccc(C(=O)O)c1
  A = 9% | B = -22% | C = 0% | D = -1% | E = 13% | F = -1% | G = -8 | H = i | I = 0%

CCc1ccc(-c2cc3c(=O)n(CC(=O)N4CCCCCC4)nc(C)n3n2)cc1
  A = 1% | B = 3% | C = 7% | D = ? | E = 17% | F = 7% | G = 20 | H = i | I = 12%

COc1ccc(N(CC(=O)NCCSCc2ccco2)S(=O)(=O)c2ccccc2)cc1
  A = -6% | B = -10% | C = -12% | D = -4% | E = -5% | F = -17% | G = ? | H = i | I = 21%

O=C(NCc1ccccn1)C1Nc2ccc(C(F)(F)F)cc2C2C=CCC12 (configuration not stated)
  A = -10% | B = -6% | C = 4% | D = 4% | E = 11% | F = 0% | G = -3 | H = i | I = 19%

N#Cc1ccsc1NC(=O)CN1CCN(Cc2ccccc2)CC1
  A = 1% | B = -20% | C = -1% | D = -2% | E = 5% | F = -1% | G = 8 | H = i | I = -6%

CCOc1ccc2ccccc2c1/C=N/NC(=O)CNC(=O)Cc1ccccc1
  A = -14% | B = -6% | C = -1% | D = 5% | E = 0% | F = 0% | G = -17 | H = i | I = ?

O=C(CCN1C(=O)/C(=C\c2ccccc2)SC1=S)NNC(=O)c1ccccc1O
  A = -9% | B = -24% | C = ? | D = ? | E = 3% | F = ? | G = 38 | H = i | I = ?

CC(OC(=O)c1ccc(Cl)nc1)C(=O)N1CCc2ccccc21 (configuration not stated)
  A = -15% | B = 4% | C = -12% | D = -1% | E = -1% | F = -22% | G = -4 | H = i | I = -36%[inhibitor]

COC(=O)[C@@H]1C[C@H]2CC[C@H](O)C[C@H]2N1Cc1ccc(C(F)(F)F)cc1
  A = -17% | B = 11% | C = 5% | D = -5% | E = 0% | F = 7% | G = 0 | H = i | I = 0%

COc1ccc(-n2cnnc2SCC(=O)c2ccc(S(=O)(=O)N3CCOCC3)cc2)cc1
  A = 1% | B = -2% | C = 9% | D = 0% | E = 4% | F = 0% | G = -15 | H = i | I = -2%

CCCCOC(=O)c1ccc(N=Nc2c(C)c(C#N)c(O)[nH]c2=O)cc1
  A = -12% | B = . | C = -4% | D = -7% | E = 5% | F = -6% | G = 47 | H = i | I = 27%

CCOC(=O)CNC(=O)c1sc2ncnc(N3CCc4ccccc4C3)c2c1C
  A = -11% | B = 5% | C = -21% | D = ? | E = -30% | F = -11% | G = -70* | H = i | I = ?

Cc1ccc(Cc2c(C)c(C#N)c3[nH]c4ccccc4n3c2=O)cc1
  A = -25% | B = ? | C = -20% | D = -28% | E = ? | F = -17% | G = -22 | H = i | I = ?

O=C(NCc1nnc(SCC(=O)N2CCCC2)o1)c1c(F)cccc1F
  A = -24% | B = 1% | C = 5% | D = -18% | E = . | F = 3% | G = 12 | H = i | I = 2%

CCOC(=O)C1CCCN(C(=O)Cn2sc3nc(C)cc(C)c3c2=O)C1 (configuration not stated)
  A = -36% | B = ? | C = ? | D = ? | E = ? | F = ? | G = -4 | H = ? | I = ?

COc1ccc(-n2c(SCC(=O)Nc3ccccc3OC)nc(O)cc2=O)cc1
  A = 18% | B = -16% | C = -6% | D = -3% | E = 1% | F = -4% | G = 17 | H = i | I = -1%

COc1ccc(C2C(C(C)=O)=C(O)C(=O)N2Cc2ccccc2)c(OC)c1 (configuration not stated)
  A = -4% | B = 7% | C = -3% | D = -19% | E = 1% | F = -1% | G = 4 | H = ? | I = -1%

CNC(=S)NC1CC2CCCC(C1)N2Cc1ccco1 (configuration not stated)
  A = -31% | B = -5% | C = 3% | D = 0% | E = 4% | F = ? | G = -1 | H = i | I = -4%

CCOC(=O)C1(CC2CCCCO2)CCN(Cc2ccc(OC)cc2F)CC1 (configuration not stated)
  A = -10% | B = -26% | C = 0% | D = -139%[inhibitor] | E = -28% | F = ? | G = 23 | H = i | I = 2%

O=C(NCCc1ccc(C(F)(F)F)cc1)C1CC(=O)N(c2ccc3c(c2)OCCO3)C1 (configuration not stated)
  A = -14% | B = -14% | C = -15% | D = ? | E = ? | F = -2%[9.24 µM] | G = 21 | H = i | I = 24%

Cc1ccc(OCC(=O)Nc2ccc(N3CCN(C(=O)c4ccco4)CC3)cc2)cc1C
  A = -7% | B = -9% | C = -17% | D = -2% | E = -5% | F = ? | G = -82* | H = i | I = ?

CCCCOc1ccccc1C1CC(=O)Nc2cc(OC)c(OC)cc21 (configuration not stated)
  A = -27% | B = -14% | C = . | D = . | E = 2% | F = . | G = . | H = i | I = .

CC1CN(C2=N/C(=C/c3ccc4c(c3)OCO4)C(=O)N2)CC(C)O1 (configuration not stated)
  A = -12% | B = -10% | C = 0% | D = ? | E = 20% | F = 1% | G = 22 | H = i | I = ?

O=C(/C=C/c1cccc(F)c1)N(c1ccccn1)C1CCCCC1
  A = -2% | B = 1% | C = 14% | D = 0% | E = 2% | F = 14% | G = 6 | H = i | I = -1%

C/C(=C\C(=O)c1sccc1Cl)N(C)C
  A = -20% | B = 52%[activator] | C = -3% | D = -23%[1.84 µM] | E = -9% | F = -2% | G = -20 | H = i | I = 5%

Screening data as filed in PubChem.
